# SRC3 TRFRET art: counter-screen for PPARgamma SRC-3 recruitment agonists: TR-FRET artefact; 0.39% of 99,000 active; PPARgamma/SRC-3 format; stronger effect = higher value; AID 1048; TR-FRET ratio at 8 µM; in the data active = TR-FRET ratio above about 2000; note: inactives centre near 1600; reference of the scale not given here
# SRC1 TRFRET art: TR-FRET artefact, counter-screen to PPARgamma/SRC-1 agonist assay | AID 1051 | TR-FRET ratio at 8 µM | TR-FRET detection artefact counter-screen, emission ratio; stronger effect = higher value | 0.34% of 99,000 active; in the data active = TR-FRET ratio above about 2300; note: inactives centre near 1800; reference of the scale not given here
# * marks the source's active call; other numbers are inactive results. Some of the compounds tested (hit frequency here may not be typical).
item | Compound | SRC3 TRFRET art | SRC1 TRFRET art
1 | Cc1nnc(NC(=O)CSc2nnc(NC(=O)C(C)(C)C)s2)s1 | 1624 | 1548
2 | O=C(NC(=S)N1CCN(c2ccc([N+](=O)[O-])cc2)CC1)c1ccco1 | 1452 | 2139
3 | COc1ccc(S(=O)(=O)NCC2CCCN(C(=O)c3cccnc3C)C2)cc1 (stereo not drawn) | 1471 | 1765
4 | CC(Oc1ccc(Cl)cc1)c1ccnc(N)n1 (stereo not drawn) | 1505 | 1554
5 | CN(C(=O)COC(=O)c1ccc(Cl)c(N)c1)c1ccccc1 | 1575 | 1705
6 | O=C(N/N=C/c1ccccc1)c1ccc(CN2C(=O)c3cccc4cccc2c34)cc1 | 1430 | 1633
7 | COc1ccc(N=C2SC(CC(=O)Nc3ccccc3OC)C(=O)N2Cc2ccco2)cc1 (stereo not drawn) | 1405 | 1613
8 | CC(=O)c1sc(N2CCOCC2)nc1-c1ccccc1 | 2416* | 2416*
9 | Cc1ccc(NC(=O)Nc2nnc(-c3ccncc3)s2)cc1C | 1470 | 1643
10 | CSc1nsc(/C=C/Nc2ccc(O)cc2C)c1C#N | 1565 | 1801
11 | NS(=O)(=O)c1ccc(N2CCCCCC2)c([N+](=O)[O-])c1 | 1648 | 1760
12 | CCOc1ccc(N(CC(=O)NCCc2ccc(Cl)cc2)S(=O)(=O)c2c(C)[nH]c(=O)[nH]c2=O)cc1 | 1686 | 1738
13 | COc1ccc(CCN(Cc2ccccn2)C(=S)Nc2ccccc2C)cc1OC | 1487 | 1839
14 | O=C(c1ccco1)N1CCCN(Cc2nc(-c3ccc4c(c3)OCO4)no2)CC1 | 1452 | 1685
15 | CN1CCN(c2ccccc2NC(=O)c2sc3ccccc3c2Cl)CC1 | 1444 | 1948

# In another format: entries from further up
(15) CN1CCN(c2ccccc2NC(=O)c2sc3ccccc3c2Cl)CC1
(10) CSc1nsc(/C=C/Nc2ccc(O)cc2C)c1C#N
(1) Cc1nnc(NC(=O)CSc2nnc(NC(=O)C(C)(C)C)s2)s1
(12) CCOc1ccc(N(CC(=O)NCCc2ccc(Cl)cc2)S(=O)(=O)c2c(C)[nH]c(=O)[nH]c2=O)cc1
(6) O=C(N/N=C/c1ccccc1)c1ccc(CN2C(=O)c3cccc4cccc2c34)cc1
(14) O=C(c1ccco1)N1CCCN(Cc2nc(-c3ccc4c(c3)OCO4)no2)CC1
(9) Cc1ccc(NC(=O)Nc2nnc(-c3ccncc3)s2)cc1C

compound no.,15,10,1,12,6,14,9
SRC3 TRFRET art,1444,1565,1624,1686,1430,1452,1470
SRC1 TRFRET art,1948,1801,1548,1738,1633,1685,1643

# The results go on.
item | Compound | SRC3 TRFRET art | SRC1 TRFRET art
16 | CCN1C(=O)C(CC(=O)Nc2ccc(OC)cc2)N(CCc2ccc(F)cc2)C1=S (stereo not drawn) | 1568 | 1518
17 | CC(=O)c1cccc(NC(=O)C2C3C=CC(C3)C2C(=O)O)c1 (stereo not drawn) | 1618 | 1843
18 | CCOc1ccc(-c2c[n+]3c(n2-c2ccccc2)CCCCC3)cc1 | 1570 | 1711
19 | O=[N+]([O-])c1ccc(Sc2n[nH]c(-c3ccco3)n2)nc1 | 1602 | 1872
20 | O=S(=O)(Nc1ccc2cn[nH]c2c1)c1ccccc1 | 1740 | 2124
21 | CN(C)c1cccc(C(=O)NCc2ccccc2)c1 | 1848 | 2030
22 | Cc1nn(-c2ccccc2)c(N)c1Sc1ccccc1[N+](=O)[O-] | 1721 | 1667
23 | Cc1ccc(OCCCCNC2CCCC(C)C2C)c(C)c1 (stereo not drawn) | 1547 | 1817
24 | O=C(/C=C/c1ccccc1[N+](=O)[O-])NCCc1ccc(F)cc1 | 1363 | 1672
25 | CC(C)c1cc(C(=O)N/N=C/c2cccnc2)n[nH]1 | 1588 | 1751
26 | O=C(NCc1ccncc1)C(=O)NCC(c1ccco1)N1CCN(c2ccc(F)cc2)CC1 (stereo not drawn) | 1644 | 1785
27 | CC(=O)c1cccc(NC(=S)NNC(=O)c2ccco2)c1 | 1692 | 1720
28 | Cc1ccc(C(=O)NCC(=O)NCC(=O)OCC(=O)c2ccc(Br)cc2)cc1 | 1478 | 1435
29 | CCOc1ccc(C2c3c(oc4ccccc4c3=O)C(=O)N2c2ccc(C)cn2)cc1OC (stereo not drawn) | 1697 | 1853
30 | CCc1cc2c(=O)c(-c3ccc(F)cc3)c(C(F)(F)F)oc2cc1OCC(=O)O | 1334 | 1605
31 | CC1CCC2C(=O)N(c3ccc(NC4CCN(Cc5ccccc5)CC4)c([N+](=O)[O-])c3)C(=O)C2C1 (stereo not drawn) | 1489 | 1557
32 | CC(C)CC(NC(=O)OC(C)(C)C)c1cn([C@@H](CCCCNC(=O)OC(C)(C)C)C(=O)N2CCN(C(=O)OC(C)(C)C)CC2)nn1 (stereo partly drawn) | 1591 | 1575
33 | CCn1cc(C(=O)Nc2ccc(C)cc2C)c(=O)c2ccc(C)nc21 | 1642 | 1628
34 | CN(C)c1ccc(C(=O)NN2C(=O)c3ccccc3C2=O)cc1 | 1575 | 1821
35 | Nc1[nH]c(N=NC(=O)c2ccccc2)c2ccccc12 | 1618 | 1883
36 | CC1Cc2ccccc2N1CC(=O)NC(c1ccccc1)c1ccccc1 (stereo not drawn) | 1490 | 1903
37 | CCN(CC)C1=NS(=O)(=O)c2cc([N+](=O)[O-])ccc21 | 1511 | 1793
38 | CC(C)NS(=O)(=O)c1ccc(OCC(=O)NCc2ccco2)cc1 | 1641 | 1991
39 | CS(=O)(=O)NNC(=O)CN1C(=O)C2C3C=CC(C3)C2C1=O (stereo not drawn) | 1687 | 1785
40 | COCCn1c(=NC(=O)c2cc(Cl)sc2Cl)sc2cc(S(N)(=O)=O)ccc21 | 1622 | 1897
41 | Cc1cccc(-c2nc3ccccc3c(=O)n2NC(=O)Cc2ccc(Cl)cc2)c1 | 1483 | 1631
42 | CC(=O)N(C(C)=O)S(=O)(=O)c1ccc(N=NN2CCOCC2)cc1 | 1679 | 1985
43 | COc1cccc(C2CC(c3ccc(NS(C)(=O)=O)cc3)=NN2C(=O)c2ccccc2)c1OC (stereo not drawn) | 1647 | 1980
44 | CC1CCC/C(=N\NC(=S)Nc2ccccc2)C1 (stereo not drawn) | 1450 | 1772
45 | Cc1cccn2c(=O)c3cc(C#N)c(=O)n(-c4c(C)n(C)n(-c5ccccc5)c4=O)c3nc12 | 1429 | 1570

# Entries by screen from the entries so far:
# Entries 35–45 in SRC3 TRFRET art: 1618, 1490, 1511, 1641, 1687, 1622, 1483, 1679, 1647, 1450, 1429
# Entries 35–45 in SRC1 TRFRET art: 1883, 1903, 1793, 1991, 1785, 1897, 1631, 1985, 1980, 1772, 1570

# Entries of single compounds from above:
# CC1CCC/C(=N\NC(=S)Nc2ccccc2)C1 (stereo not drawn) is listed with SRC3 TRFRET art: 1450; SRC1 TRFRET art: 1772
# CN(C)c1ccc(C(=O)NN2C(=O)c3ccccc3C2=O)cc1 is listed with SRC3 TRFRET art: 1575; SRC1 TRFRET art: 1821
# Nc1[nH]c(N=NC(=O)c2ccccc2)c2ccccc12 is listed with SRC3 TRFRET art: 1618; SRC1 TRFRET art: 1883

# Continuation:
item | Compound | SRC3 TRFRET art | SRC1 TRFRET art
46 | CC1=C/C(=C\c2ccc(Br)o2)C(=O)O1 | 1754 | 1535
47 | O=C(CCSc1nnc2ccccn12)Nc1ccc2c(c1)OCO2 | 1852 | 1850
48 | Cc1cc(C)n(C(=O)/C(C#N)=N\Nc2ccccc2[N+](=O)[O-])n1 | 1350 | 1833
49 | CCOc1ccccc1CN1CCN(Cc2nc3c(s2)CCCC3)CC1CCO (stereo not drawn) | 1445 | 1527
50 | COc1cccc(NC(=S)N/N=C2\CC(C)(C)Oc3ccc(O)cc32)c1 | 1678 | 1810
51 | CC(C)(C)c1[nH]nc2c1C(c1ccsc1)C(C#N)=C(N)O2 (stereo not drawn) | 1728 | 1764
52 | COC(=O)CNC(c1ccccc1)c1cc(Br)ccc1NC(=O)CCN1CCOCC1 (stereo not drawn) | 1886 | 1735
53 | CCn1c(CN2CCN(Cc3ccc(C)cc3)C(CCO)C2)nc2ccccc21 (stereo not drawn) | 1385 | 1555
54 | COc1ccc(CCN2CC(C(=O)Nc3cccc(C(C)=O)c3)CC2=O)cc1OC (stereo not drawn) | 1513 | 1506
55 | O=C(NCc1ccccc1)C(=O)NCC1OCCN1C(=O)c1ccc(Cl)cc1 (stereo not drawn) | 1687 | 1703
56 | COc1ccc(CNC(=O)COC(=O)c2ccccc2C(=O)c2ccccc2)cc1 | 1243 | 1667
57 | O=C(Nc1cccs1)Nc1c(F)c(F)c(F)c(F)c1F | 1719 | 1888
58 | CC(=O)n1cc([C@@H]2C=C(C(=O)Nc3ccccc3)O[C@H](OCCCCO)C2)c2ccccc21 | 1444 | 1602
59 | CC(C)c1nnc(NC(=O)CSc2nnc(NC(=O)c3c(F)cccc3F)s2)s1 | 1736 | 1989
60 | COc1ccccc1CNC(=O)COC(=O)[C@H](Cc1c[nH]c2ccccc12)NC(=O)c1cccs1 | 1571 | 1802

# From compound 13 up to 14, as listed above:
item | Compound | SRC3 TRFRET art | SRC1 TRFRET art
13 | COc1ccc(CCN(Cc2ccccn2)C(=S)Nc2ccccc2C)cc1OC | 1487 | 1839
14 | O=C(c1ccco1)N1CCCN(Cc2nc(-c3ccc4c(c3)OCO4)no2)CC1 | 1452 | 1685

# (more compounds)
item | Compound | SRC3 TRFRET art | SRC1 TRFRET art
61 | CSc1ncccc1C(=O)NC(C)C1CC2CCC1C2 (stereo not drawn) | 1661 | 1517
62 | Cc1ccn2cc(CCNC(=O)CC3CCCCC3)nc2c1 | 1490 | 1591
63 | S=C(N/N=C/c1ccc(Cl)c(Cl)c1)Nc1ccccc1Cl | 1603 | 1971
64 | Cc1ccc(NC(=O)COC(=O)c2ccc([N+](=O)[O-])o2)cc1S(=O)(=O)N1CCCCCC1 | 1743 | 2038

# Assay outcomes: PubChem BioAssay, The Scripps Research Institute Molecular Screening Center
